yeast bub3 – NCI yeast anticancer drug screen, S. cerevisiae bub3 mutant strain | % growth inhibition at 50 µM | 78,000 compounds, 9.9% hits;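 note: 0% = growth of vehicle-only cultures of the same strain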
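Screening used yeast with an engineered genetic alteration affecting cell cycle control. Compound-exposed cultures were compared with vehicle cultures, and reduced growth was taken as inhibition.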
yeast mlh1 rad18 – NCI yeast anticancer drug screen, S. cerevisiae mlh1 rad18 strain | % growth inhibition at 50 µM | 79,000 compounds, 11% hits | AID 175;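 note: 0% = growth of vehicle-only cultures of the same strain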
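Vehicle-treated cultures served as the reference for growth inhibition in a yeast strain carrying DNA damage repair alterations exposed to each compound.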
sgs1 mgt1 – NCI yeast anticancer drug screen, S. cerevisiae sgs1 mgt1 strain | % growth inhibition at 50 µM | 78,000 compounds, 10% hits;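 note: 0% = growth of vehicle-only cultures of the same strain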
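Percent growth inhibition was derived by comparing compound-exposed mutant yeast with vehicle-exposed cultures. The strain carries alterations in DNA damage repair.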
rad50 – NCI yeast anticancer drug screen, S. cerevisiae rad50 strain. 79,000 compounds, 10% hits. growth inhibition, % at 50 µM. AID 155;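 note: 0% = growth of vehicle-only cultures of the same strain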
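Compounds were tested on a yeast strain with an engineered DNA damage repair alteration; the reported value is growth inhibition normalised to vehicle treatment.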
cln2 rad14 – NCI yeast anticancer drug screen, S. cerevisiae cln2 rad14 strain. AID 165. 78,000 compounds, 8.3% hits. % growth inhibition at 50 µM;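 note: 0% = growth of vehicle-only cultures of the same strain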
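cln2 rad14 yeast strain; compound exposure; growth inhibition read vs vehicle controls.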
yeast mec2-1 – NCI yeast anticancer drug screen, S. cerevisiae mec2-1 strain | 79,000 compounds, 9% hits | growth inhibition, % at 50 µM | AID 157;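 note: 0% = growth of vehicle-only cultures of the same strain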
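Test agents were screened against the mec2-1 yeast strain, with defined DNA repair or cell cycle alteration. Growth was scored as inhibition against vehicle-only controls.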
* = called active by the depositor; / = no result given; & = joins results of further samples. Cut-off read from the data, not from the text of the source: active = growth inhibition above about 70%; inactive = the rest.

structure	yeast bub3	yeast mlh1 rad18	sgs1 mgt1	rad50	cln2 rad14	yeast mec2-1
Cc1ccc(NC(=O)COc2ccc(Cl)cc2)c([N+](=O)[O-])c1	9	-15	14	20	-5	4
O=C(CSc1ccccn1)C1=S=C2C=CC=CN2C1=O	40	34	34	23	19	-4
Cc1ccc(C(=O)c2ccc(Cl)cc2)cc1	2	-15	2	-24	-2	-8
Cc1cc(C)c(Cc2cc(C(C)(C)C)cc(C)c2O)cc1Cc1cc(C(C)(C)C)cc(C)c1O	50	71*	64	51	69	49
C=C1C(OC(=O)/C=C/c2ccccc2)CC(OC(C)=O)C2(C)C1CC1CC(OC(C)=O)C(C)=C(C(OC(C)=O)C2OC(C)=O)C1(C)C (stereo not drawn)	25	24	14	38	21	6
N#CC(c1ccccc1)N1CCCCC1 (stereo not drawn)	-38	-35	11	5	2	12
COc1ccc(OC)c(CCc2ccccc2CC(=O)O)c1	-20	-31	-28	-13	12	-9
NNc1cnn(-c2ccccc2)c(=O)c1Cl	-11	-5	0	1	-7	0
Cc1cccc2c1Oc1ccccc1C2NC(=O)c1ccc([N+](=O)[O-])cc1 (stereo not drawn)	-23	-18	-35	-19	-1	-15
CC(=O)OC1OC(COC(c2ccccc2)(c2ccccc2)c2ccccc2)C(OC(C)=O)C(OC(C)=O)C1OC(C)=O (stereo not drawn)	2	25	-6	13	6	-9
C=CCC1=C(C)C[C@@H]2CCC(=O)C=C12	-13	6	-8	9	11	-25
CCC(C#N)NCc1ccc(CNC(C#N)CC)cc1 (stereo not drawn)	-32	-22	-46	3	-11	7
CC1(O)CC2C=CC1CC2 (stereo not drawn)	10	14	5	10	4	7
CC(=O)N1c2ccccc2S(=O)c2ccccc21	-7	-5	8	2	-27	5
CCOC(=O)N1Cc2cc3ccc(OC)cc3nc2C1	-24	4	-21	6	-10	-4
ClC1=C(Cl)C(Cl)(Cl)C1(Cl)Cl	13	26	18	16	17	3
Cn1cc(NC(=O)c2cc(NC(=O)CCCCCCCC(=O)Nc3cc(C(=O)Nc4cc(C(=O)NCCC(=N)N)n(C)c4)n(C)c3)cn2C)cc1C(=O)NCCC(=N)N	88*	89*	90*	87*	82*	90*
COc1ccc(COCC[C@H](C)OC2OC(CO)C(O)C(O)C2O)cc1 (stereo partly drawn)	5	-71	-13	14	-6	-9
CCCN(CCC)S(=O)(=O)c1ccc(NC(=O)OC2CCCC2)cc1	15	5	37	8	11	3
CC1(C)SC2C(NC(=O)C(N)c3ccccc3)C(=O)N2C1C(=O)O (stereo not drawn)	0	11	-1	47	-18	-7

Later entries
structure	yeast bub3	yeast mlh1 rad18	sgs1 mgt1	rad50	cln2 rad14	yeast mec2-1
Cc1cc2occ(-c3ccc(Cl)cc3)c2c(=O)o1	45	-18	-6	-8	6	-9
C/C(=N/Nc1ccc([N+](=O)[O-])cc1[N+](=O)[O-])C(C)(C)C	-9	-13	0	-3	3	-13
Fc1ccc(N2C(=S)SC(=Nc3ccccc3)C2=Nc2ccccc2)cc1	-6	3	16	9	-12	-1
N#Cc1nc(CCc2nc(C#N)c(N)o2)oc1N	-14	-12	-19	-34	15	-24
COC(=O)c1ccc(CCc2cc(O)ccc2O)cc1	99*	99*	98*	99*	89*	98*
CC(C)(C)c1noc2c1C(=O)c1ccccc1-2	-8	7	-11	-3	-12	-20
O=C1c2ccccc2C(=O)c2c1ccc(O)c2O	78*	79*	82*	83*	66	76*
Cc1cc(SCC(=O)c2ccc(Br)cc2)cc(C)[o+]1	93*	95*	92*	94*	90*	95*
CCOP(=O)(OCC)C(C(=O)OC)C(=O)C(=O)Nc1cccc(O)c1 (stereo not drawn)	-20	-9	-26	-19	-3	-26
C[CH2][Sn]([CH2]C)([O]C(=O)c1ccccc1OC)[O][Sn]([CH2]C)([CH2]C)[O]C(=O)c1ccccc1OC	32	73*	42	52	21	41
COc1cc2nncc(SCc3ccc(Cl)cc3Cl)c2cc1OC	1	8	-2	17	24	3
N#Cc1nc2c(n(O)c1=N)CCC/C2=C\c1ccc(Cl)c(Cl)c1	10	29	12	4	7	27
NC(CNC(=O)Oc1ccccc1)C(=O)O (stereo not drawn)	-7	8	-3	-5	-40	-3
Nc1cc(Nc2ccc(Cl)cc2)c2nc(-c3ccc(Cl)cc3)c(-c3ccc(Cl)cc3)nc2n1	7	4	-16	1	-18	3
CCOC(=O)c1ccc(O)c(C=O)c1	99*	100*	99*	99*	99*	100*
Cc1cc2nc3c(=O)[nH]c(=O)nc-3n(CC(O)C(O)C(O)CO)c2cc1C (stereo not drawn)	6&-13	18&15	37&-9	10&-11	14&1	-17&-7
Nc1nc(-c2ccccc2)c(N=Nc2ccccc2C(=O)O)s1	-2	-3	-2	6	4	5
CCN1CCC(O)(/C=C/c2ccccc2C)C(C(=O)/C=C/c2ccccc2C)C1 (stereo not drawn)	99*	99*	99*	94*	92*	98*
Cn1c2c(c(=O)n(C)c1=O)C(=Nc1ccccc1)C(=O)N2	2	14	7	0	-38	9
CC1(CO)CCCC1NCCNC1CCCC1(C)CO (stereo not drawn)	-28	16	3	9	10	-7

Random excerpt: six records from the list
structure	yeast bub3	yeast mlh1 rad18	sgs1 mgt1	rad50	cln2 rad14	yeast mec2-1
Nc1nc(-c2ccccc2)c(N=Nc2ccccc2C(=O)O)s1	-2	-3	-2	6	4	5
O=C1c2ccccc2C(=O)c2c1ccc(O)c2O	78*	79*	82*	83*	66	76*
N#Cc1nc2c(n(O)c1=N)CCC/C2=C\c1ccc(Cl)c(Cl)c1	10	29	12	4	7	27
Fc1ccc(N2C(=S)SC(=Nc3ccccc3)C2=Nc2ccccc2)cc1	-6	3	16	9	-12	-1
C[CH2][Sn]([CH2]C)([O]C(=O)c1ccccc1OC)[O][Sn]([CH2]C)([CH2]C)[O]C(=O)c1ccccc1OC	32	73*	42	52	21	41
CC1(CO)CCCC1NCCNC1CCCC1(C)CO (stereo not drawn)	-28	16	3	9	10	-7

(further entries)
structure	yeast bub3	yeast mlh1 rad18	sgs1 mgt1	rad50	cln2 rad14	yeast mec2-1
COC1C(COC(=O)C2CCCCC2)OC2OC(C)(C)OC21 (stereo not drawn)	8	4	6	21	-20	12
CCOC(=O)C(C(=O)OCC)(C(=O)C(F)(F)C(F)(F)C(F)(F)C(F)(F)C(=O)C(C(=O)OCC)(C(=O)OCC)c1ccccc1)c1ccccc1	8	11	-4	4	-11	0
CN1c2ccccc2S(=O)(=O)n2c(COc3ccccc3)nnc21	-25	-52	-26	47	4	-11
N[C@@H](CSSc1ccccc1C(=O)O)C(=O)O	1	-10	-14	-33	2	-7
Oc1cc2c(cc1O)CN1CCc3cc(O)c(O)cc3C1C2 (stereo not drawn)	-16	7	-6	-25	9	-28
O=C(/C=C/c1ccccc1)/C=N/N1C(=S)N(c2ccccc2)C(=Nc2ccccc2)C1=Nc1ccccc1	-20	-22	-13	-7	-20	-16
Cc1ccc(N(O)C(C)(C)C)cc1	14&-24	-12&9	3&-4	-2&-16	-1&-4	8&-18
Cc1cc(C)nc(NS(=O)(=O)c2ccc(Nc3c4ccccc4nc4c(C(=O)NC(CO)(CO)CO)cccc34)cc2)n1	4	-8	5	82*	42	-6
CCCCOc1cc(C(=O)NCCN(CC)CC)c2ccccc2n1	/	2	/	-2	/	-10
O=C(O)CN(CCN1CC(=O)OC(=O)C1)CCN1CC(=O)OC(=O)C1	72*	84*	86*	90*	70*	89*
CC(C)N(CC(c1ccccc1)C(O)(c1ccccc1)c1ccccc1)C(C)C (stereo not drawn)	-1	32	18	16	27	8
O=C(O)CCCc1ccc2sc3ccccc3c2c1	25	77*	28	47	50	33
ONC=Nc1ccccc1	21	-1	7	0	-3	7
CCCCOC(=O)c1cccc2c1-c1ccccc1C2=O	14	-1	-2	10	-15	-7
COC(=O)C1(CC(=O)c2ccncc2)NC(=S)NC(=O)C1C#N (stereo not drawn)	-23	-6	-19	2	-22	-12
CCCCCCCCCCCCOC(=O)NC1c2ccccc2Oc2ccccc21	20	43	27	30	32	18
CCCCCC#CC(=O)O	-7	19	-8	-3	18	-4
O=S(=O)(O)CC(O)CNC(CO)(CO)CO (stereo not drawn)	8	10	-20	-3	15	3
O=C(O)/C(Cl)=C(\Cl)C(=O)Nc1c(Cl)cccc1Cl	29	16	38	19	36	51
CC(C)OC(=O)CC1CCCCC1	4	3	-14	-4	3	-4

(next part)
structure	yeast bub3	yeast mlh1 rad18	sgs1 mgt1	rad50	cln2 rad14	yeast mec2-1
CSCCC(N)C(=O)NCCS(=O)(=O)O (stereo not drawn)	17	8	15	-22	-8	1
CCCCCCCNc1nc(N)nc(Cl)n1	-9	11	6	0	9	-5
CC(=O)c1ccc(N=CC2CCCCC2=O)cc1 (stereo not drawn)	-3	-14	17	-8	-30	3
OC(c1cc(-c2ccc(Cl)cc2)nc2c(Cl)cccc12)C1CCCCN1 (stereo not drawn)	100*	100*	100*	100*	99*	100*
N=C(N)n1c(N)nc2ccccc2c1=O	-9	0	-6	-13	4	7
CCN(CC)CN(CC)CC	11	9	8	14	21	-9
COc1c(/C=C/C=O)cc2c(c1OC)OCO2	14	-12	19	-2	20	-6
CN(c1ccc(C(=O)c2ccc(N(C)S(C)(=O)=O)cc2)cc1)S(C)(=O)=O	4	-7	-8	-23	-2	-28
CC(C)(O)CCC(O)C(C)(O)C1CCC2(O)C3=CC(=O)C4(O)CC(O)C(O)CC4(C)C3CCC12C (stereo not drawn) (tested in a mixture with another compound)	-17	-48	6	-5	-12	-18
CC(Cc1ccccc1)N1C(=O)C=CC1=O (stereo not drawn)	92*	92*	94*	92*	91*	94*
CCOC(=O)C1CC(=O)NC(N)=N1 (stereo not drawn)	-8	-14	-14	-13	-8	-29
CCCCOB(OCCCC)Oc1c(C(C)(C)C)cc(C)cc1C(C)(C)C	-10	-3	-3	2	16	-14
CC(=O)NNc1nc(C)c(C(/C=C/c2ccc3c(c2)OCO3)=N/Nc2ccccc2)s1	11	10	3	12	15	-3
C/C=C\C(=O)OC1CCC(C2CCCCC2)CC1 (stereo not drawn)	57	-2	15	25	1	9
CN(CC(=O)c1ccc(Cl)cc1)Cc1ccccc1	1	-4	3	-1	-25	-9
Cc1cc2ccc(N)nc2[nH]c1=O	13	25	10	26	85*	27
CC(=O)NC1CCC(CCC2CCCCC2)CC1 (stereo not drawn)	-6	-10	2	1	2	5
CCCCCCCCCCOc1ccc(C2=C(c3ccccc3)C(=O)C(c3ccccc3)=C2c2ccccc2)cc1	-5	4	17	25	15	10
O=C(CC(c1ccccc1)C(Br)[N+](=O)[O-])c1ccccc1 (stereo not drawn)	40	32	37	28	-10	0
CC(=O)Nc1ccc(S(=O)c2ccc(NC(C)=O)cc2)cc1	10&-16	25&-35	12&-46	12&-26	-22&7	10&-21
CCCCN(C(=O)CCC)c1ccccc1	-11	-10	-12	-71	-40	-1
